Insulin prom up: insulin promoter activators in MIN6 cells, imaging, high-content screening, mouse beta cells; MIN6 insulin promoter-GFP reporter; active compounds read high; z-score at 5 µM; 190,000 compounds, 0.3% hits;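 active = z-score above 3 at 5 µM with at least 500 cells counted in the well; inconclusive = wells under 500 cells, flagged as cytotoxic or low count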
PMI inhibitors: inhibitors of human PMI, primary screen, biochemical, fluorescence intensity, coupled assay (AID 1209); Mannose-6-phosphate isomerase (Homo sapiens); purified PMI enzyme, coupled fluorescence intensity; higher % means a stronger effect; inhibition, % at 20 µM, or IC50 in µM where a hit was titrated; 190,000 compounds, 0.42% hits;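 also: plate controls were DMSO vehicle for no effect and wells lacking substrate for full effect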
ER stress rescue: rescue of cells from ER stress-induced death, primary screen, 384-well, CSM14.1, thapsigargin, ATP luminescence (AID 1222); CSM14.1 thapsigargin-induced death rescue, ATP luminescence; higher % means a stronger effect; one-dose cellular ATP content (survival), % at 20 µM; EC50 in µM for titrated hits; 190,000 tested, under 10 active;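 active = EC50 below 50 µM in the dose-response confirmation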;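 also: death triggered by thapsigargin at about 15 µM added after 2 h compound pretreatment; cell ATP read after overnight thapsigargin exposure of roughly 18 to 22 hours; normalized against plate controls of thapsigargin alone and 5% DMSO vehicle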
West Nile virus CPE: West Nile virus antiviral activity, cell-based, CPE readout (AID 1621); 290,000 compounds, 0.02% hits; CPE inhibition, % at 10 µM; hits with a dose series show IC50 in µM; West Nile virus-infected cells, CPE inhibition; higher % means a stronger effect; in the data active = a potency from the dose series; inconclusive = CPE inhibition mostly from about 3.7% at the one dose, without a potency; inactive = the rest, 99 in 100 with CPE inhibition below about 2.2%; also: strong numbers were not always called active
PMI inhibition: human PMI inhibitors, high substrate, primary screen, biochemical, fluorescence intensity, high mannose 6-phosphate (AID 1220); 190,000 compounds, 0.66% hits; inhibition, % at 20 µM; hits with a dose series show IC50 in µM; recombinant PMI enzyme, coupled fluorescence intensity; higher % means a stronger effect
RSV antiviral HEp-2: RSV antiviral activity via CPE protection, HEp-2 cells, primary 10 µM value included (AID 2391) | HEp-2 cells, RSV-induced CPE inhibition; higher % means a stronger effect | one-dose CPE inhibition, % at 10 µM; IC50 in µM for titrated hits | 310,000 compounds, 0.13% hits; in the data active = a potency from the dose series; inconclusive = CPE inhibition mostly from about 23% at the one dose, without a potency; inactive = the rest, 99 in 100 with CPE inhibition below about 21%; also: strong numbers were not always called active
TNAP activators: human TNAP enzyme activators, primary screen, biochemical, luminescent, no phosphate acceptor, uHTS (AID 1001) | activation fold at 20 µM, or EC50 in µM where a hit was titrated | purified TNAP, luminescent activation assay, no phosphate acceptor; higher activation fold means a stronger effect | 200,000 compounds, 0.03% hits | Alkaline phosphatase, tissue-nonspecific isozyme (Homo sapiens); in the data active = activation fold from about 3, or a potency from the dose series; inactive = the rest, 99 in 100 with activation fold below about 1.6; also: many of its hits are not listed in these tables
SV40 large T antigen: SV40 large T antigen inhibitors, biochemical (AID 1903); SV40 large T antigen ATPase/helicase inhibition assay; higher % means a stronger effect; one-dose inhibition, % at 20 µM; IC50 in µM for titrated hits; 310,000 compounds, 0.39% hits; in the data active = a potency from the dose series; inconclusive = inhibition mostly from about 32% at the one dose, without a potency; inactive = the rest, 99 in 100 with inhibition below about 32%; also: strong numbers were not always called active
PhoP inhibition: inhibitors of PhoP regulon expression, primary screen, Salmonella Typhimurium, GFP reporter (AID 1863) | inhibition, % at 50 µM, or IC50 in µM where a hit was titrated | 300,000 compounds, 0.16% hits | S. Typhimurium PhoP-regulated promoter GFP reporter, 4 h; higher % means a stronger effect;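 active = inhibition over 29.93%, a cutoff 3 SD above the screen mean, later confirmed by dose response; inconclusive = inhibition over 29.93% but no dose response follow-up; inactive = inhibition at most 29.93% or unconfirmed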;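 also: 0% = low Mg2+ inducing control and 100% = high Mg2+ repressing control; strong numbers were not always called active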
Insulin prom up cell count: second read-out of Insulin prom up, no call of its own (marks repeat the call); cell count; measured here: cytotoxicity, nuclei count;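 total cells summed across four imaged fields per well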
Active calls of the source: *; ? = inconclusive; / = not tested or not shown. Rule as the data show it, unless noted: active = inhibition above about 50%; inactive = the rest. Hits appear at their usual frequency. About 1.5% of those tested had a hit in this group.

SMILES | Insulin prom up | Insulin prom up cell count | PMI inhibitors | ER stress rescue | West Nile virus CPE | PMI inhibition | RSV antiviral HEp-2 | TNAP activators | SV40 large T antigen | PhoP inhibition
COc1ccccc1NC(=S)NNC(=O)c1ccc(Cl)cc1Cl | 0.06 | 1064 | -18% | -2.6% | -0.1% | -15% | 2.5% | 2.4 | 27% | -4%
CCCC(=O)NC(=S)Nc1ccc(Cl)cn1 | 1.1 | 1082 | 5% | 0.5% | -0.1% | -7% | 3.4% | 1.1 | 4% | 12%
CCOC(=O)c1cc2n(n1)C(C(F)(F)F)CC(C)N2 (centres undefined) | / | / | 7% | -2.4% | 0.1% | 3% | 0.7% | 1.1 | 2% | 9%
CC(C)NC(=O)CSc1nc(Cc2ccccc2)nc2ccccc12 | / | / | / | / | -0.2% | / | 16% | / | 8% | 5%
Cc1c(C(=O)NCc2ccccn2)oc2ccc(S(=O)(=O)N3CCC4(CC3)OCCO4)cc12 | -1.2 | 1166 | -42% | -0.2% | 0.7% | -42% | -0.4% | 1 | 2% | -16%
COc1cc(C(C(=O)NCc2ccccc2)N(Cc2ccco2)C(=O)c2cnccn2)cc(OC)c1OC (centres undefined) | 1.4 | 1294 | -6% | -1.5% | -1.4% | -8% | -0.3% | 1.1 | 6% | -1%
Cn1c2ccccc2c2nnc(SCC(=O)Nc3cccc(O)c3)nc21 | / | / | / | / | -0.6% | / | 2.1% | / | 26% | 0%
Cc1cc(C)cc(OCc2nnc(SCC(=O)N3CCN(c4ccccc4)CC3)o2)c1 | 0.29 | 767 | 4% | / | -0.3% | -3% | -0.2% | 1.1 | 7% | -7%
O=S1(=O)CCC(NS(=O)(=O)c2ccc3ccccc3c2)C1 (centres undefined) | / | / | / | / | -0.8% | / | 1.5% | / | 2% | 9%
COc1cccc(C(=O)CSc2nc3ccccc3n2CC(=O)N2CCOCC2)c1 | 0.01 | 1162 | 7% | -1.1% | 0.0% | 9% | 1.1% | 1.1 | 9% | 7%
CC(=O)c1cccc(NCC(=O)c2ccc(C)c([N+](=O)[O-])c2)c1 | / | / | / | / | -1.0% | / | 8.0% | / | 0% | 4%
CC(C)C(NC(=O)C12CC3CC(CC(C3)C1)C2)C(=O)N/N=C/C1=C(N2CCOCC2)C(=C\c2cccc([N+](=O)[O-])c2)/CC1 (centres undefined) | -0.18 | 1243 | 7% | -0.5% | -1.6% | 6% | 0.0% | 0.9 | 0% | 0%
Cc1ccc(S(=O)(=O)NC(C)(C)CSc2nncn2N)cc1 | 0.64 | 1326 | 2% | -0.6% | 0.1% | 1% | 1.8% | 1.1 | 8% | -7%
CCOC(=O)c1ccc(N2C(=O)CC(SCC(=O)Nc3ccc(S(N)(=O)=O)cc3)C2=O)cc1 (centres undefined) | -0.12 | 1277 | 28µM* | 3.1% | -0.1% | 24% | 1.5% | 0.7 | 18% | 8%
Cc1cccc(S(=O)(=O)Nc2nc3ccccc3nc2OC(C)C)c1 | / | / | / | / | -0.1% | / | 3.9% | / | 8% | 2%
CC(C)(C)C1=C[C@@H](CO)C[C@@H](CO)C1 | 0.69 | 1290 | 13% | / | 0.0% | 10% | 2.1% | 1.1 | 2% | -3%
O=C(CC1C(=O)CCCC1=O)c1ccccc1 | 1.3 | 1215 | -16% | -1.2% | -0.5% | -2% | -0.5% | 1 | 9% | 6%
CCC(C)NC(=O)C(Sc1ccccc1)c1ccccc1 (centres undefined) | 0.39 | 1484 | 4% | -2.1% | -1.3% | 14% | 0.4% | 1.1 | 15% | 3%
CCn1nnnc1NCc1ccc(N2CCCC2)cc1 | / | / | 16% | / | 0.0% | 10% | 1.3% | 1.1 | 9% | 6%
COc1ccccc1-c1nnc(SCC(=O)NC2CCS(=O)(=O)C2)n1CCc1ccccc1 (centres undefined) | -0.26 | 1037 | -8% | -2.4% | -1.1% | -9% | 1.2% | 1.1 | 8% | -2%
C=CCc1cccc(Cl)c1OCCON1C(=O)CCC1=O | 0.14 | 1028 | 0% | 0.2% | -0.3% | -3% | 1.1% | 1.1 | 19% | 0%
COc1cccc(NC(=S)NNC(=O)Cn2nc(C(F)F)cc2C(F)F)c1 | 0.35 | 1092 | -2% | -1.2% | 0.6% | -3% | 3.0% | 1.1 | 21% | -2%
COc1ccc(/C=N/NC(=O)c2ccncc2)cc1CN1CCOCC1 | -0.35 | 1031 | / | / | 0.2% | / | -0.7% | / | 14% | -4%
CN1CCN(c2nc3c(c(=O)n(C)c(=O)n3C)n2Cc2cccc3ccccc23)CC1 | 0.07 | 869 | 6% | -0.8% | -0.1% | 0% | / | 1.1 | 7% | -13%
O=C(CC(SCCO)c1ccc([N+](=O)[O-])cc1)c1ccco1 (centres undefined) | / | / | / | / | 0.4% | / | 1.3% | / | 19% | -5%
COCC(=O)Nc1ccc2c(c1)OCO2 | 1.4 | 1459 | 6% | -1.7% | -0.1% | 8% | 2.0% | 1 | 5% | -3%
CCC(C)NC(=O)c1cccc(OCc2c(C)noc2C)c1 (centres undefined) | / | / | 1% | 1.3% | -0.8% | 1% | 2.1% | 1 | 5% | -1%
Cc1ccc(N2C(=O)N(CC(=O)Nc3ccc(C)cc3C)C(=O)C2C)cc1 (centres undefined) | 0.1 | 1233 | -11% | -1.1% | -1.1% | -7% | 3.7% | 1 | 3% | -2%
CC(=O)C1=C(C)N(CC2CC2)C(=O)N[C@H]1c1cccs1 | 0.8 | 1167 | -3% | -0.1% | -0.4% | -3% | 1.2% | 1 | 8% | -7%
Cc1nn(C)c(Nc2ccc(Br)cc2)c1Br | 0.03 | 1104 | 15% | -2.2% | -1.6% | 14% | -0.8% | 1 | 5% | 6%
CCOC(=O)c1ccc(OCCOc2ccccc2C)cc1 | / | / | / | / | -0.4% | / | 2.5% | / | 6% | 6%
CCCN1CCc2[nH]c(=S)[nH]c(=O)c2C1 | -0.09 | 1476 | 0% | -3.0% | -0.4% | -6% | 1.3% | 1.1 | 8% | -4%
CCC1=Nc2ccc(Br)cc2C(c2ccccc2)N1CC(=O)OC (centres undefined) | 0.45 | 1456 | -2% | -2.0% | 0.4% | 2% | 0.2% | 1.1 | 9% | 1%
CC(C)C(=O)Nc1cccc(NC(=O)c2ccc(Cl)cc2Cl)c1 | 0.98 | 1383 | -4% | -5.3% | -0.6% | -1% | 4.9% | 1.1 | 4% | 1%
O=C(NN1C(=O)c2ccccc2C1=O)C1CC2CCC1C2 (centres undefined) | 0.06 | 1352 | 5% | -1.1% | 0.0% | -11% | 0.9% | 1.2 | 9% | 0%
c1ccc(-c2ccccc2OCCn2cncn2)cc1 | 0.01 | 1532 | 15% | 0.8% | 0.1% | 11% | 1.4% | 1.1 | 10% | 18%
CCCn1c(SCC(=O)Nc2ccc(NC(=O)CC)cc2)nc2c1c(=O)n(C)c(=O)n2C | / | / | / | / | -0.1% | / | 0.8% | / | -2% | 0%
CCCn1nnnc1SCC(=O)NCc1ccccc1 | -0.58 | 1036 | -2% | -1.6% | -0.3% | -2% | 2.4% | 1.1 | 11% | 4%
COc1ccc(/C=C/C(=O)NC(=S)NNC(=O)c2ccco2)cc1 | 0.04 | 847 | -4% | -1.2% | 0.0% | -8% | 0.5% | 1 | 32% | -6%
CCOC(=O)CCn1cc(F)c(=O)n(Cc2ccccc2)c1=O | 0.16 | 1108 | 17% | -0.9% | 0.4% | 10% | 2.2% | 1 | 0% | 20%
COCCN(C(=O)c1ccc(OC2CCN(S(=O)(=O)N(C)C)CC2)cc1)C(C)C | / | / | / | / | -1.6% | / | 3.5% | / | -5% | 11%
COc1ccc(Cn2nnnc2C(C(C)C)N(Cc2ccco2)Cc2cccs2)cc1 (centres undefined) | -2.5 | 858 | 6% | 3.2% | -0.6% | 3% | -1.0% | 1 | -3% | -16%
O=C(NCCc1ccccc1)c1n[nH]c(=O)c2ccccc12 | -0.81 | 1380 | 12% | -0.1% | 0.3% | 2% | 0.2% | 1.1 | 5% | -5%
Brc1ccc(-c2nc(-c3ccccc3)no2)o1 | 0.56 | 1270 | 12% | -0.3% | 0.4% | 9% | 0.8% | 1.1 | 9% | 7%
O=C(/C=C/c1ccccc1Cl)Nc1ccc(Cl)cn1 | / | / | -19% | -1.6% | 0.0% | -11% | 0.6% | 1.1 | -1% | 1%

Four compounds already listed, ordered by the value under SV40 large T antigen, highest first.
| molecule | PMI inhibitors | West Nile virus CPE | PMI inhibition | RSV antiviral HEp-2 | TNAP activators | SV40 large T antigen | PhoP inhibition |
| --- | --- | --- | --- | --- | --- | --- | --- |
| C=CCc1cccc(Cl)c1OCCON1C(=O)CCC1=O | 0% | -0.3% | -3% | 1.1% | 1.1 | 19% | 0% |
| Brc1ccc(-c2nc(-c3ccccc3)no2)o1 | 12% | 0.4% | 9% | 0.8% | 1.1 | 9% | 7% |
| Cc1c(C(=O)NCc2ccccn2)oc2ccc(S(=O)(=O)N3CCC4(CC3)OCCO4)cc12 | -42% | 0.7% | -42% | -0.4% | 1 | 2% | -16% |
| COc1ccc(Cn2nnnc2C(C(C)C)N(Cc2ccco2)Cc2cccs2)cc1 (centres undefined) | 6% | -0.6% | 3% | -1.0% | 1 | -3% | -16% |

The list goes on:
SMILES | Insulin prom up | Insulin prom up cell count | PMI inhibitors | ER stress rescue | West Nile virus CPE | PMI inhibition | RSV antiviral HEp-2 | TNAP activators | SV40 large T antigen | PhoP inhibition
COc1ccc(C(=O)NC(=S)N2CCOCC2)cc1Br | / | / | / | / | 0.0% | / | 1.7% | / | 16% | -5%
CCc1c(C(=O)N2CCCN(C)CC2)csc1C | / | / | / | / | 0.1% | / | 1.3% | / | 6% | 0%
CC(=O)N/C(=C\c1ccccc1)C(=O)OCC(=O)NC1CCCC1 | 0.01 | 1446 | 0% | 0.8% | -0.2% | -9% | 0.7% | 1.1 | 16% | 2%
O=C(CSc1nnc(-c2ccco2)o1)c1ccc(O)cc1O | 0.15 | 1081 | -8% | 0.0% | 1.4% | -4% | -1.2% | 1.1 | 23% | -5%
CC(=O)c1ccc(-c2nnc(CCC(=O)N(C)Cc3cnc4ccccn34)o2)s1 | -0.68 | 1453 | -2% | 1.3% | -0.4% | -6% | 4.8% | 1 | 3% | -1%
Cc1cccc(-n2c(CNC(=O)c3ccc(S(=O)(=O)N(C)C)cc3)nnc2SCC(=O)Nc2ccc(F)cc2)c1 | 0.3 | 1393 | 27% | -2.3% | -0.3% | 16% | -0.3% | 1 | 6% | -1%
Cc1nc([N+](=O)[O-])cn1CC(O)c1ccc(Cl)cc1 (centres undefined) | 0.04 | 1130 | / | / | -0.2% | / | 0.5% | / | 5% | -5%
CSc1ccccc1C(=O)N1CCN(c2ccc(F)cc2)CC1 | 0.23 | 899 | -4% | -0.7% | -0.5% | -7% | 0.0% | 1.1 | 7% | -8%
Clc1ccc2nc(N3CCNCC3)nc(-c3ccccc3)c2c1 | -0.53 | 1132 | -5% | -1.9% | -1.7% | 5% | -1.9% | 0.9 | 8% | 5%
Cc1c(-c2ccc(Br)cc2)nc2ccccn12 | -0.44 | 1457 | -6% | -1.5% | -0.5% | -20% | ? | 1.2 | 3% | -6%
